BLM inh = qHTS Assay for Inhibitors of Bloom's syndrome helicase (BLM) | actives 0.2% (n = 350,000) | Potency, µM (doses to about 56.1 µM), for the others: at the top dose activity change, negative = inhibition, most hits filed as inhibitors | recombinant BLM DNA unwinding, fluorescence dequenching | RecQ-like DNA helicase BLM (Homo sapiens), P54132;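 further: plate controls were vehicle for no effect and no enzyme for full effect; nearly all actives have a fitted effect of over 35% in size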
POLK inh = qHTS for Inhibitors of Polymerase Kappa. DNA polymerase kappa (Homo sapiens), Q9UBT6. purified Pol kappa, fluorescent DNA synthesis assay, 10 min. Potency, µM (highest dose often 107 µM), without a hit: at the top dose activity, negative = inhibition, most hits filed as inhibitors. actives 0.53% (n = 400,000). AID 588579, 2011; further: on the % scale 0 is the no-effect control and ±100 the full control effect
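10 nM Pol kappa preincubated 15 min at room temperature with compounds, then reaction started with substrate at 50 nM final. Fluorescence read kinetically at 0 and 10 min; buffer-only wells served as negative control.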
Pol iota inh = qHTS for Inhibitors of Polymerase Iota; DNA polymerase iota (Homo sapiens), Q9UNA4; actives 1% (n = 390,000); Pol iota fluorescent replication assay, 10 min; Potency, µM (series often up to 115 µM), for inactives: at the top dose activity, negative = inhibition, usual class: inhibitors
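Fluorescent replication assay read twice, at 0 min and 10 min after adding 50 nM (final) substrate. Enzyme (10 nM) and compounds were first incubated 15 min at room temperature; enzyme-free buffer wells were negative controls.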
Pol eta inh = qHTS for Inhibitors of Polymerase Eta; Potency, µM (titrated, usually from 114 µM), inactives show top-dose activity change, negative = inhibition, usual class: inhibitors; AID 588591, 2011; actives 1.2% (n = 390,000); recombinant Pol eta, fluorescent DNA replication assay; DNA polymerase eta (Homo sapiens), Q9Y253; further: on the % scale 0 is the no-effect control and ±100 the full control effect
Target sequence (Q9Y253 whole entry, looked up): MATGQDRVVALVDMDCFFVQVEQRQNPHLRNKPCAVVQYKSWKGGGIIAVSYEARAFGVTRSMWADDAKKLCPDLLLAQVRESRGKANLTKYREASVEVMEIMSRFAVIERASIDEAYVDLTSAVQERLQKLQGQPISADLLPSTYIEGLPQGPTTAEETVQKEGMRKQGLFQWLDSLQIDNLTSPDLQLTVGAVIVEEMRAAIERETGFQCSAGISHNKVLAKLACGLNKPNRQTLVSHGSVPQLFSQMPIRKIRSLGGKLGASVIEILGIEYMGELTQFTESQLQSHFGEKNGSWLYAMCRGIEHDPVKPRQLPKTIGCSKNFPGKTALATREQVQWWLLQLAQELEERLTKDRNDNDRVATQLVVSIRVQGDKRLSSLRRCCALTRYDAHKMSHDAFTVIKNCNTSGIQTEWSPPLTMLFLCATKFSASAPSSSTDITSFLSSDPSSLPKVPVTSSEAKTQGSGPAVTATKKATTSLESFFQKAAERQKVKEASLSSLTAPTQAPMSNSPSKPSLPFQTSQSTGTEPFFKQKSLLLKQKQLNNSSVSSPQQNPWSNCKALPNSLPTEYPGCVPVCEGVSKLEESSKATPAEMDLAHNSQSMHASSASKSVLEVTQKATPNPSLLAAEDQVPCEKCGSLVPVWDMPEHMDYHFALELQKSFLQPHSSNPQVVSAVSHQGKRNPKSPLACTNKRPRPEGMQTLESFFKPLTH
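Pol eta at 10 nM preincubated with compounds 15 min at room temperature; reaction started with fluorescent substrate (50 nM final) and read kinetically at 0 and 10 min.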
BAZ2B block = qHTS Assay for Inhibitors of BAZ2B | actives 4.4% (n = 360,000) | Bromodomain adjacent to zinc finger domain protein 2B (Homo sapiens), Q9UIF8 | AlphaScreen BAZ2B-H3K14Ac peptide displacement | Potency, µM (series often up to 114 µM), for inactives: at the top dose activity change, negative = inhibition, most hits filed as inhibitors; further: on the % scale 0 is the no-effect control and ±100 the full control effect; nearly all actives have a fitted effect of over 60% in size
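Compounds, titrated to a top concentration of 110 uM, were incubated 30 min at room temperature with preformed BAZ2B/acetyl-K14 H3 peptide complex (50 nM each). Proximity signal was measured by AlphaScreen after 20 min with beads.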
Pol beta inh = qHTS Assay for Inhibitors of DNA Polymerase Beta; actives 1.3% (n = 340,000); AID 485314, 2010; Potency, µM (highest dose often 114 µM), for inactives: top-dose activity change, negative = inhibition, hits mostly inhibitors; Pol beta primer extension/strand displacement, fluorescence kinetic; P06746; further: on the % scale 0 is the no-effect control and ±100 the full control effect
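Human Pol beta at 10 nM; strand-displacement substrate 50 nM final. Compound exposure 15 min at room temperature before start, reaction 10 min at room temperature.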
G9a inh = qHTS Assay for Inhibitors of Histone Lysine Methyltransferase G9a | Histone-lysine N-methyltransferase EHMT2 (Homo sapiens), Q96KQ7 | G9a H3K9 monomethylation, AlphaScreen, 2 h | Potency, µM (highest dose often 102 µM), for the others: top-dose activity, negative = inhibition, actives largely listed as inhibitors | actives 8.8% (n = 350,000) | AID 504332, 2011; further: on the % scale 0 is the no-effect control and ±100 the full control effect; nearly all actives have a fitted effect of over 75% in size
Target sequence (Q96KQ7 913-1193 limits assumed): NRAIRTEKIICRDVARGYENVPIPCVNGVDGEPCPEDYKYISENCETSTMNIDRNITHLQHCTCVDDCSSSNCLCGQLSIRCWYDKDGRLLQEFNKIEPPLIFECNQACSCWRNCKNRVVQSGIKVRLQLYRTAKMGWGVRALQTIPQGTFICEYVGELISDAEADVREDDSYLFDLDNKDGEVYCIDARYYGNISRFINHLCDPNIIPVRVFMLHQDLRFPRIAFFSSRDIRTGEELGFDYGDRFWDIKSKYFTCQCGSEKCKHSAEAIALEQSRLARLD
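Step 1: enzyme (final 20 nM) with compound, 15 min RT. Step 2: substrate peptide 500 nM and SAM 20 uM, 2 h RT. Step 3: anti-H3K9me1 antibody and AlphaScreen beads, 10 min, then plate read.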
Anesthetic bind = qHTS Assay for Identification of Novel General Anesthetics; apoferritin/1-aminoanthracene competitive binding, fluorescence; Potency, µM (series often up to 77.5 µM), inactives show top-dose activity change, negative = displacement, most hits filed as inhibitors; actives 0.074% (n = 350,000); AID 485281, 2010; further: on the % scale 0 is the no-effect control and ±100 the full control effect; nearly all actives have a fitted effect of over 20% in size
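Horse-spleen apoferritin (10 uM) in 50% saturated 1-aminoanthracene in PBS was incubated 10 min at room temperature with compound. Fluorescence (ex 380, em 535 nm) was normalized to free and bound 1-AMA, with concentration-response fitted by a four-parameter Hill equation.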
APE1 inh = qHTS Assay for Inhibitors of the Human Apurinic/apyrimidinic Endonuclease 1 (APE1). DNA repair nuclease/redox regulator APEX1 (Homo sapiens), P27695. actives 0.35% (n = 350,000). AID 2517, 2012. recombinant APE1, TAMRA/BHQ-2 abasic DNA cleavage fluorescence. Potency, µM (doses to about 65.8 µM), without a hit: at the top dose activity change, negative = inhibition, hits mostly inhibitors;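 further: plate controls were vehicle for no effect and reference inhibitor for full effect; nearly all actives have a fitted effect of over 55% in size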
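0.75 nM APE1 + cpd, 15 min RT; start w/ 50 nM TAMRA/BHQ-2 THF-abasic dsDNA; kinetic fluor 525/598 nm ×3 reads @60 s; Δ(read3−read1); normalized to DMSO and NSC13755 control wells.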
Numbers without * were called inactive; ? = inconclusive; / = not tested or not shown; & = joins results of further samples; [ ] = remark or other dose. The call rests on the fitted dose curve; in most records, active means well fitted curve in the direction sought with a large enough effect; inconclusive means small, poorly fitted or top-dose-only effect, or another doubt; inactive means no such curve, though single readings can be large; an effect the other way counts as inactive or inconclusive. Potency means the concentration at half of the fitted maximal effect. Not all compounds are listed; rates above refer to the full screens.

smiles	BLM inh	G9a inh	APE1 inh	BAZ2B block	POLK inh	Pol eta inh	Anesthetic bind	Pol beta inh	Pol iota inh
C=CCC1NS(=O)(=O)OC(CCCC)C1O (centres undefined)	-3%	-11%	39%	-11%[57.1 µM]	2%	-2%	-3%	16%	22%
COc1cc(OC)cc(-c2nc(-c3ccc4c(c3)[nH]c(=O)n4C)no2)c1	0%	10%[59 µM]	/	2%	-6%[60.1 µM]	-6%	-12%	-3%	0%
COc1cc(SC)ccc1C(=O)N1CCn2c3c(c4cc(C)ccc42)CCCC31 (centres undefined)	-6%	-40%[59 µM]	/	-15%	-15%	-11%	-16%	7%	-1%
CCc1nnc2sc(-c3cc(-c4ccccc4)nc4ccccc34)nn12	-1%	-10%[12.7 µM]	0%	2%	-6%	-2%	-4%	?	17%
CC(=O)c1cccc(Nc2nc(-c3cccc(C)c3)nc3ccccc23)c1	-13%	7.1µM*	/	-7%	-21%	-21%	-8%	-16%	48%[activator]
C/C(=N/NC(=O)c1ccccn1)c1ccc(O)cc1	-4%	/	20%	50µM*	16%	-8%	-8%	-1%	-1%
CCOc1ccc(N(CC(=O)Nc2cccc(Br)c2)S(C)(=O)=O)cc1	-6%	7%	25%	-19%	-16%	-23%	-20%	0%	-2%
COc1ccc(OCCCN2CCc3ccccc3C2)cc1	-6%	-23%	3%	-7%	-18%	-2%	-11%	-2%	1%
O=C(c1cnn2c(C(F)(F)F)cc(-c3cccs3)nc12)N1CCN(C(c2ccccc2)c2ccccc2)CC1	-12%	-35%[59 µM]	0%	0%	2%	-16%	-4%	0%	-7%
COCCNc1ncnc2ccc(-c3cccc(NS(C)(=O)=O)c3)cc12	-3%	-1%[0.501 µM]	?	/	8%[60.1 µM]	/	/	/	/
O=C(O)CN1C(=O)NC2(CCOc3ccccc32)C1=O (centres undefined)	0%	?	8%	-1%	-2%	-1%	2%	-10%	-15%
O=C(CCc1nc2ccccc2s1)NCc1ccccc1F	0%	?	6%	-18%	-17%	0%	-17%	-19%	1%
O=C(CC1N=C2c3ccccc3N=C(SCc3ccc(Cl)cc3)N2C1=O)NCCc1ccccc1 (centres undefined)	-6%	7%[59 µM]	/	0%	2%[60.1 µM]	-15%	?	-4%	-12%
Cc1ccccc1S(=O)(=O)Cc1ccc(C(=O)NCCN2CCCCC2C)o1 (centres undefined)	1%	1%[12.7 µM]	15%	-37%	4%	-9%	-19%	2%	-7%
Cc1nn2c(-c3cccc(NC(=O)CSc4nc5ccccc5o4)c3)nnc2c2ccccc12	-3%	16µM*	12%	9%	7%	?	-10%	?	?
C#CCNC(=O)C1=C[C@@H](c2ccc(C#C)cc2)[C@H](CCCO)[C@@H](OCC)O1	-2%	13%[12.7 µM]	-1%	-16%	-1%	-12%	-5%	-15%	-26%
Nc1cccc(-n2nncc2-c2ccc(Cl)cc2)c1	-1%	?	-6%	/	/	/	-11%	2%	/
CCCCCc1ccc(-c2cn(Cc3cccc(OC)c3)nn2)cc1	-11%	168%[activator]	6%	25%	7%&-3%	-14%	6%	10%	10%&3%
O=[N+]([O-])c1ccc(O)c(Nc2ncnc3ccc(Br)cc23)c1	-16%	?	-1%	?	-13%	-11%	-2%	?	30%[activator]
CC1=Nc2ccccc2/C1=C/c1c(N)n2c(S(=O)(=O)C(C)C)nsc2nc1=O	-6%	13%	25%	?	-21%	?	-17%	-16%	50%[activator]
Cc1ccc2c(CN3CCN(C(=O)c4ccco4)CC3)cc(=O)oc2c1C	0%	?	?	-37%	-6%	-7%	-11%	10%	56%[activator]
O=C(NCc1ccccc1Cl)C1CCN(S(=O)(=O)N2CCC3(CC2)OCCO3)CC1	-2%	2%[12.7 µM]	3%	-1%	-2%	-6%	-8%	1%	25%
O=C(CCn1cnc2onc(-c3ccc(F)cc3)c2c1=O)N1CCN(c2ccc(F)cc2)CC1	-3%	-31%[59 µM]	/	-1%[57.1 µM]	-1%	-14%	?	16%	24%
CCCCC1=CC2=C(c3ccco3)C(=O)C(C)(OC(=O)c3ccc(OC)cc3)C(=O)C2=CN1CCc1ccccn1 (centres undefined)	-5%[12.4 µM]	-41%[59 µM]	0%[12.4 µM]	?	-15%	-24%	-3%	50µM*	11µM*
NC(=O)c1nsc(C(=O)N(CC(=O)NC2CCCCC2)Cc2ccc(F)cc2)c1N	-2%	4%	54%	-4%	-20%	-9%	-4%	30%	-1%
O=c1oc(-c2ccccc2F)nc2scc(-c3ccccc3)c12	-2%	/	-3%	2%	-5%	-4%	4%	-5%	43%[activator]
CCOC(=O)SC1=N/C(=C\c2ccc(N(C)C)cc2)C(=O)S1	-5%	10µM*	-1%	13µM*	-13%	-6%	-12%	-19%	-29%[58.9 µM]
COc1ccc2[nH]c(=O)c(CNc3ccccc3OC)cc2c1	-16%	35µM*	-15%	?	-2%	?	55%[activator]	0%	144%[activator]
FC(F)(F)c1cc(-c2ccccc2)nc(-n2cc(Cl)cn2)n1	-5%	58%[activator][59 µM]	21%	-8%	-1%	-21%	-2%	2%	38%[activator]
COc1ccc(NC(=O)CCNC(=O)c2ccco2)c(OC)c1	0%	-7%	42%[activator]	1%	-2%	2%	2%	32%	3%

8 neighbouring compounds already listed:
smiles	BLM inh	G9a inh	APE1 inh	BAZ2B block	POLK inh	Pol eta inh	Anesthetic bind	Pol beta inh	Pol iota inh
O=C(CCn1cnc2onc(-c3ccc(F)cc3)c2c1=O)N1CCN(c2ccc(F)cc2)CC1	-3%	-31%[59 µM]	/	-1%[57.1 µM]	-1%	-14%	?	16%	24%
CCCCC1=CC2=C(c3ccco3)C(=O)C(C)(OC(=O)c3ccc(OC)cc3)C(=O)C2=CN1CCc1ccccn1 (centres undefined)	-5%[12.4 µM]	-41%[59 µM]	0%[12.4 µM]	?	-15%	-24%	-3%	50µM*	11µM*
NC(=O)c1nsc(C(=O)N(CC(=O)NC2CCCCC2)Cc2ccc(F)cc2)c1N	-2%	4%	54%	-4%	-20%	-9%	-4%	30%	-1%
O=c1oc(-c2ccccc2F)nc2scc(-c3ccccc3)c12	-2%	/	-3%	2%	-5%	-4%	4%	-5%	43%[activator]
CCOC(=O)SC1=N/C(=C\c2ccc(N(C)C)cc2)C(=O)S1	-5%	10µM*	-1%	13µM*	-13%	-6%	-12%	-19%	-29%[58.9 µM]
COc1ccc2[nH]c(=O)c(CNc3ccccc3OC)cc2c1	-16%	35µM*	-15%	?	-2%	?	55%[activator]	0%	144%[activator]
FC(F)(F)c1cc(-c2ccccc2)nc(-n2cc(Cl)cn2)n1	-5%	58%[activator][59 µM]	21%	-8%	-1%	-21%	-2%	2%	38%[activator]
COc1ccc(NC(=O)CCNC(=O)c2ccco2)c(OC)c1	0%	-7%	42%[activator]	1%	-2%	2%	2%	32%	3%

The list continues:
smiles	BLM inh	G9a inh	APE1 inh	BAZ2B block	POLK inh	Pol eta inh	Anesthetic bind	Pol beta inh	Pol iota inh
CCN(CC)c1nc(-c2ccc(C(=O)NN)cc2)nc(-c2ccc(C(=O)NN)cc2)n1	-5%	15%	18%	-3%	-3%	5%	-13%	0%	-12%
CC(C)(C)OC(=O)N1CCC(c2c(C(=O)NC3CCN(Cc4ccccc4)CC3)cnn2-c2cccc(F)c2)CC1	0%	-25%[59 µM]	/	3%[57.1 µM]	-3%	6%	-9%	10%	-16%
O=C(Nc1cccc(C(F)(F)F)c1)c1csc(-c2ccncc2)n1	-2%	/	0%	-16%	-4%	-8%	?	31%	?
COCCn1c(N)c(Sc2ccc(Cl)cc2)c(=O)[nH]c1=O	1%	19%	-2%	9%	5%	-6%	3%	47%	22%
Fc1c(F)c(F)c(SCn2cc(Br)cn2)c(F)c1F	/	4%[12.7 µM]	5%	50%[activator]	1%	2%	/	/	12%
CCc1cc2ccc(C)cc2nc1SCC(=O)Nc1cc(C)on1	-3%	9%	3%	-2%	2%	-19%	-8%	-23%	134%[activator]
Cc1sc(-c2cccnc2)nc1OC(=O)C1CC1	-1%	20µM*	-1%	-24%	2%	-18%	-7%	-16%	-10%
COc1ccc(-n2c(C)cc(/C=C/c3nc(O)c([N+](=O)[O-])c(=O)[nH]3)c2C)cc1	-25%	28µM*	?	50µM*	50µM*	20µM*	-20%	-5%	?
CN(C)/C=C1\N=C(c2ccccc2)OC1=O	-12%	1%	0%	-13%	-6%	-3%	?	15%	24%
COCCc1nc2ccc(C(=O)N3CCCC(CCCO)C3)cc2o1 (centres undefined)	0%	13%[59 µM]	52%[activator]	-1%	6%	-12%	-6%	25%	40%[activator]
CC(=O)N(c1c(C)n(C)n(-c2ccccc2)c1=O)C1(C(=O)NC2CCCC2)CCCCC1	0%	1%[12.7 µM]	3%	12%	0%	-13%	-1%	6%	16%
CCSc1nnc2c(n1)OC(C)(C)Nc1ccccc1-2	-2%	-8%[59 µM]	-1%	7%	-7%	-6%	-11%	-7%	-4%
Cc1cc(C)cc(N2C(=O)CN(Cc3ccccc3)C2=S)c1	-14%	28%	4%	-1%	3%	-23%	1%	-12%	0%
CC(Oc1ccc(Cl)cc1)/C(N)=N/O (centres undefined)	-7%	4%[59 µM]	-6%	-35%	-15%	3%	-7%	?	16%
CC(=O)N(CCc1ccccc1C)Cc1cc2cc3c(cc2[nH]c1=O)OCO3	-3%	?	2%	9%	10%	-8%	1%	4%	?

Screening results as filed in PubChem.
